Bim-Bcl-2: human Bim-Bcl-2 interaction inhibition | inhibition, % at 10 µM | 0.06% of 190,000 active | AID 950 | Bead-based flow cytometry, Bim peptide-Bcl-2 binding; in the data active = inhibition above about 40%; inconclusive = no clear call, values can overlap the other calls;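 note: 0% = no compound wells with probe peptide and 100% = reference peptide inhibitor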
Bim-Bcl-XL: disrupts Bim peptide binding to human Bcl-XL; 0.04% of 190,000 active; inhibition, % at 10 µM; Q07817; bead flow cytometry, fluorescence
Target sequence (Q07817 whole entry, looked up): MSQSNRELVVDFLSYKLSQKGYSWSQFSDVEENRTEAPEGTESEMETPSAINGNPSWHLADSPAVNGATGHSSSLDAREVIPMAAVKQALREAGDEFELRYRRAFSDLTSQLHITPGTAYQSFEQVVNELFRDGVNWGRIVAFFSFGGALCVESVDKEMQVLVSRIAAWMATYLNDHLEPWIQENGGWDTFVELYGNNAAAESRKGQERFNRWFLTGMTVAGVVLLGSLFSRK
Bfl-1 Bim block: human Bim-Bfl-1 interaction inhibition. Q16548. Bead-based flow cytometry, Bim-Bfl-1 binding inhibition. inhibition, % at 10 µM. 0.12% of 190,000 active. AID 1008;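 note: 0% = wells without compound plus tracer and 100% = blocker peptide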
Bim-Bcl-W: disrupts Bim peptide binding to human Bcl-W | Q92843 | bead-based flow cytometry | inhibition, % at 10 µM | 0.02% of 190,000 active | AID 952;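 note: 0% = bound tracer without compound and 100% = peptide blocker; higher means less fluorescent Bim peptide bound to Bcl-W beads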
Target sequence (Q92843 whole entry, looked up): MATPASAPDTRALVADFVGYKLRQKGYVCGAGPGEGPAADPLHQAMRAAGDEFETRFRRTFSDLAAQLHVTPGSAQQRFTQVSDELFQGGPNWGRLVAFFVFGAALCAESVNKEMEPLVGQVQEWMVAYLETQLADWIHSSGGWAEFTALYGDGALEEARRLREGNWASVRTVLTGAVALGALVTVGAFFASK
RGS7-Gao: modulates binding of RGS7 to human Galphao; P09471; Multiplexed bead flow cytometry; actives lie on both sides; binding response (% of control), % at 10 µM; 0.35% of 220,000 active; in the data active = binding response below about 49% or above about 150%; inconclusive = no clear call, values can overlap the other calls; inactive = in between;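 note: fluorescent Galphao held in activated GDP-AlF4 state binding bead-coupled RGS7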
RGS8-Gao: human RGS8-Galphao interaction regulation. response (percent of control binding), % at 10 µM. P09471. 0.34% of 220,000 active. multiplexed bead flow cytometry, RGS8-Galphao binding; actives lie on both sides; in the data active = response below about 60% or above about 140%; inactive = in between;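 note: Galphao activated as the GDP aluminium fluoride complex binding bead-coupled RGS8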
RGS4-Gao reg: modulates binding of RGS4 to human Galphao | binding response (% of control), % at 10 µM | AID 1415 | P09471 | Multiplexed bead flow cytometry; actives lie on both sides | 0.33% of 220,000 active; in the data active = binding response below about 49% or above about 150%; inactive = in between;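 note: fluorescent Galphao activated with aluminum fluoride binding bead-coupled RGS4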
Mcl1 Bid PPI: disrupts binding of human Mcl-1 to Bid peptide; TR-FRET Mcl-1/Bid-Dy647 peptide binding, 1536-well; 0.97% of 220,000 active; inhibition, % at 21.7 µM; Q07820;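 active = compounds that cut the binding signal by more than half at the single screening dose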;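 note: His-tagged Mcl-1 with europium anti-His antibody binding Bid BH3 peptide; 0% = Mcl-1 plus peptide wells and 100% = peptide-only wells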
Target sequence (Q07820 whole entry, looked up): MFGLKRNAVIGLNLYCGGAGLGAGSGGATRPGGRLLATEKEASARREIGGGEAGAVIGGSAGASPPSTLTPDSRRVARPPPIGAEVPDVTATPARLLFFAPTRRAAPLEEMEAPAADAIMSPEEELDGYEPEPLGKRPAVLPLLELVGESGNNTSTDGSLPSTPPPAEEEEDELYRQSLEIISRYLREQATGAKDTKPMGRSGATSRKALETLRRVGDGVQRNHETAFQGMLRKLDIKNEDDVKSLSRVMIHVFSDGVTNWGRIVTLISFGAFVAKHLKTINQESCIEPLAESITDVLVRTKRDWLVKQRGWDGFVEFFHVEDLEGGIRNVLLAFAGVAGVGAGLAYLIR
Mcl-1 Bim block: inhibitors of Bim-Mcl-1 interaction, human; Q07820; Bead-based flow cytometry, Bim peptide-Mcl-1 binding; inhibition, % at 10 µM; 0.1% of 190,000 active;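 note: 0% = no compound tracer wells and 100% = peptide blocker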
Bcl-B Bim block: disrupts Bim peptide binding to human Bcl-B. Q9HD36. bead-based flow cytometry. inhibition, % at 10 µM. 0.073% of 190,000 active. AID 951;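 note: 0% = tracer peptide without compound and 100% = reference inhibitor peptide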
Target sequence (Q9HD36 whole entry, looked up): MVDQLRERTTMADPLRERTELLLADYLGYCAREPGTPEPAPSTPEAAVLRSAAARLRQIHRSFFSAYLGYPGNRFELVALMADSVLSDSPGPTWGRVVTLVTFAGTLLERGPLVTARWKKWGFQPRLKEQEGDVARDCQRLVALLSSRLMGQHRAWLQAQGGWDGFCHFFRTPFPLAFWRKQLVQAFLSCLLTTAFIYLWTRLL
Mcl1 Noxa PPI: disrupts binding of human Mcl-1 to Noxa peptide; 1.5% of 220,000 active; inhibition, % at 21.7 µM; Q07820; AID 1022; TR-FRET Mcl-1/Noxa peptide binding, 2 h;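 active = compounds that cut the protein-peptide binding signal by more than 50% relative to plate controls in a single-dose test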;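 note: His-tagged Mcl-1 with rhodamine Noxa BH3 peptide and terbium anti-His antibody; 0% = Mcl-1 plus Noxa peptide wells and 100% = peptide-only wells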
Active calls of the source: *; ? = inconclusive; / = not tested or not shown. Cut-off read from the data, not from the text of the source, unless noted: active = inhibition above about 40%.

Below each SMILES: Bim-Bcl-2	Bim-Bcl-XL	Bfl-1 Bim block	Bim-Bcl-W	RGS7-Gao	RGS8-Gao	RGS4-Gao reg	Mcl1 Bid PPI	Mcl-1 Bim block	Bcl-B Bim block	Mcl1 Noxa PPI
CP(=O)(COC(=O)c1ccccc1)COC(=O)c1ccccc1
→ -5.0	-3.0	-8.0	1.0	102.4	100.0	101.8	-51.1	2.0	-5.0	4.3
COCC(C)n1c(C)cc(C(=O)COC(=O)CNC(=O)c2ccccc2)c1C (configuration not stated)
→ -6.0	-4.0	-12.0	-4.0	98.5	101.0	99.5	-29.7	-3.0	-7.0	6.0
CCn1c(SCC(=O)Nc2sc3c(c2C(N)=O)CCC(C)C3)nnc1-c1ccco1 (configuration not stated)
→ 0.0	-3.0	6.0	1.0	100.6	100.4	105.2	-37.1	-7.0	-5.0	28.1
CC(C)=CC(=O)N1CCC(N2CCC(C(=O)N3CCOCC3)CC2)CC1
→ -3.0	-4.0	-3.0	-4.0	96.8	98.5	99.5	-26.9	-4.0	-1.0	2.3
CCN(CC)c1ccc2c(Cl)c(Br)c(=O)oc2c1
→ 0.0	6.0	3.0	8.0	102.3	102.4	103.2	-13.4	7.0	-3.0	-3.0
O=C(Nc1ccccn1)c1ccc2ccccc2n1
→ -1.0	-2.0	-2.0	-3.0	88.8	96.4	89.4	-26.5	0.0	0.0	-12.6
C[C@H](NC(=O)c1nc[nH]c1C(=O)NCCCCCNC(=O)OC(C)(C)C)C(=O)OC(C)(C)C
→ 2.0	0.0	0.0	1.0	132.3	119.1	124.9	-3.5	0.0	1.0	-12.4
O=C(CCCc1nc2ccccc2s1)N1CCN(c2ccccc2F)CC1
→ -1.0	0.0	-2.0	-2.0	96.6	99.1	98.6	-16.6	-2.0	-1.0	26.9
Fc1ccc(CN2CCCCCCC2)cc1
→ -13.0	-8.0	-23.0	-1.0	99.1	100.7	97.1	34.9	-5.0	-7.0	12.0
O=C(CSc1n[nH]c(=O)n1Cc1ccco1)c1ccc(F)cc1
→ /	/	/	/	?	98.0	93.6	-21.8	/	/	12.4
COCC(C)NC(=S)NCCc1ccc(Cl)cc1Cl (configuration not stated)
→ -2.0	-2.0	-4.0	-1.0	87.8	95.9	95.4	-37.8	-3.0	-5.0	9.0
CCOC(=O)/C(=N\Nc1ccc(Cl)cc1)c1csc(Nc2ccccc2)n1
→ -6.0	0.0	-3.0	3.0	99.0	97.6	98.8	-34.0	-2.0	-1.0	8.6
O=C(c1cccc(S(=O)(=O)N2CCCCC2)c1)N1CCN(S(=O)(=O)c2ccc(F)cc2)CC1
→ -3.0	-5.0	-1.0	-2.0	97.5	100.9	98.8	6.0	-2.0	-6.0	5.4
Cc1cccc(NC(=O)CC2NCCNC2=O)c1 (configuration not stated)
→ 0.0	-1.0	-1.0	1.0	97.7	94.8	98.2	-19.6	1.0	0.0	-7.3
CC(=O)Nc1ccc2c(c1)CN(c1cc(C)ccc1C)CO2
→ -10.0	-11.0	-12.0	-6.0	101.5	99.9	101.2	-15.9	-4.0	-14.0	15.7
CCC(=O)Nc1ccc(N2CCCCC2)c(C(=O)Nc2ccccc2C)c1
→ -7.0	-1.0	-8.0	2.0	97.7	100.9	96.2	22.6	-1.0	-3.0	31.7
Cc1cc(C)cc(NCc2cc(=O)oc3cc(-c4ccccc4)c(O)cc23)c1
→ -8.0	-11.0	-12.0	-7.0	93.8	101.3	93.5	-9.3	-7.0	-16.0	-7.8
Cc1cc(C)c(S(=O)(=O)n2cnc3ccccc32)c(C)c1
→ 1.0	-3.0	-2.0	0.0	99.0	92.9	97.3	-19.1	-4.0	-2.0	-13.4
Cc1ccc(C(=O)n2nc(-n3cccc3)c3c(C)cc(C)nc32)cc1
→ 1.0	-1.0	0.0	-2.0	105.0	106.5	103.2	-5.7	0.0	-1.0	19.0
CCOC(=O)N1CCN(C(=O)c2cc(OCC)c(OCC)c(OCC)c2)CC1
→ -5.0	-4.0	-9.0	-3.0	98.3	101.8	100.5	-36.9	0.0	-5.0	-1.9
CC(C)(C)c1[nH]nc2c1C(c1ccc(OC(=O)c3ccco3)cc1)C(C#N)=C(N)O2 (configuration not stated)
→ -1.0	1.0	-14.0	2.0	105.9	101.8	106.0	-15.7	0.0	-2.0	6.5
OCCC1CN(Cc2ccon2)CCN1CCc1ccccc1 (configuration not stated)
→ -2.0	-7.0	2.0	-4.0	101.0	99.3	97.2	-5.5	-3.0	-3.0	-3.0
CC(C)Oc1ccc(CNC(=S)N/N=C/c2cccnc2)cc1
→ 14.0	12.0	24.0	5.0	97.9	101.7	100.5	-12.0	11.0	15.0	15.3
CCCCN(CC)S(=O)(=O)c1ccc(C(=O)Nc2nnc(-c3ccccc3Cl)o2)cc1
→ -5.0	2.0	-8.0	1.0	91.8	94.8	92.5	-80.5	2.0	-3.0	-96.9
CC(=O)c1ccc2c(c1)C1C=CCC1C(c1ccc(S(=O)(=O)N3CCOCC3)cc1)N2 (configuration not stated)
→ 11.0	-2.0	24.0	6.0	90.2	92.5	94.7	-23.8	3.0	-2.0	30.6
Nc1nc(-c2ccco2)nn1C(=O)c1ccc(Cl)cc1
→ -2.0	0.0	-2.0	-3.0	99.5	98.2	96.1	-3.5	-4.0	-2.0	1.7
Cc1cc(C)n(-c2nc(NCCCN(C)C)c3c4c(sc3n2)COC(C)(C)C4)n1
→ /	/	/	/	?	102.3	98.3	-27.5	/	/	-17.0
COCC(=O)NC1CCCCCC1
→ /	/	/	/	?	102.6	101.6	-9.0	/	/	-2.3
COc1ccc(-n2c(C)c3c(OC)cccc(=O)c3c2C)cc1
→ -4.0	0.0	-7.0	0.0	95.1	98.0	98.5	-116.3	0.0	-5.0	18.6
O=C(Nc1cccc(F)c1)c1ccc(Br)o1
→ 0.0	0.0	0.0	1.0	92.5	88.5	95.0	-11.6	0.0	0.0	9.8

Record cards (already shown). Screens in order: Bim-Bcl-2 | Bim-Bcl-XL | Bfl-1 Bim block | Bim-Bcl-W | RGS7-Gao | RGS8-Gao | RGS4-Gao reg | Mcl1 Bid PPI | Mcl-1 Bim block | Bcl-B Bim block | Mcl1 Noxa PPI
`CCN(CC)c1ccc2c(Cl)c(Br)c(=O)oc2c1` is listed as 0.0 | 6.0 | 3.0 | 8.0 | 102.3 | 102.4 | 103.2 | -13.4 | 7.0 | -3.0 | -3.0
`CC(=O)Nc1ccc2c(c1)CN(c1cc(C)ccc1C)CO2` is listed as -10.0 | -11.0 | -12.0 | -6.0 | 101.5 | 99.9 | 101.2 | -15.9 | -4.0 | -14.0 | 15.7
`Cc1cc(C)cc(NCc2cc(=O)oc3cc(-c4ccccc4)c(O)cc23)c1` is listed as -8.0 | -11.0 | -12.0 | -7.0 | 93.8 | 101.3 | 93.5 | -9.3 | -7.0 | -16.0 | -7.8
`CC(=O)c1ccc2c(c1)C1C=CCC1C(c1ccc(S(=O)(=O)N3CCOCC3)cc1)N2` (configuration not stated) is listed as 11.0 | -2.0 | 24.0 | 6.0 | 90.2 | 92.5 | 94.7 | -23.8 | 3.0 | -2.0 | 30.6

(more compounds)
Below each SMILES: Bim-Bcl-2	Bim-Bcl-XL	Bfl-1 Bim block	Bim-Bcl-W	RGS7-Gao	RGS8-Gao	RGS4-Gao reg	Mcl1 Bid PPI	Mcl-1 Bim block	Bcl-B Bim block	Mcl1 Noxa PPI
O=C(CN1CCN(c2ccccc2)CC1)Nc1nnc(-c2ccccc2)s1
→ -1.0	-1.0	-1.0	-2.0	99.6	100.2	98.9	-5.7	-1.0	-2.0	14.8
CC(=O)c1c(C)nc2ccc(Br)cc2c1C(=O)O
→ -5.0	-5.0	-12.0	0.0	100.3	101.6	102.5	4.7	0.0	-4.0	28.5
COc1ccc(N2C(=O)C3CCCN3C2c2ccccc2F)cc1 (configuration not stated)
→ -10.0	-3.0	-13.0	0.0	103.7	99.9	102.1	-21.5	-1.0	-8.0	-10.8
O=C(Nc1ccc2oc(-c3ccncc3)nc2c1)c1ccc(F)cc1
→ -1.0	-1.0	-6.0	-2.0	97.6	100.3	97.3	-12.5	-8.0	-6.0	-1.1
CCC(=O)N(CCC1(C(C)C)CCOC(C)(C)C1)Cc1ccco1 (configuration not stated)
→ -9.0	-1.0	-9.0	6.0	99.5	100.7	100.5	-4.5	-5.0	-5.0	6.8
O=C(COC(=O)Cc1ccccc1[N+](=O)[O-])NCC1CCCCC1
→ -3.0	0.0	-4.0	-1.0	?	99.3	99.5	-8.1	0.0	0.0	1.1
COc1ccccc1NC(=O)N1CCC(C(=O)c2ccc(F)cc2)CC1
→ -8.0	-8.0	-16.0	-2.0	99.9	96.7	99.9	-29.5	-4.0	-7.0	16.0
O=C(Nc1ccc(-c2cn3ccccc3n2)cc1)c1ccc(Cl)cc1
→ 4.0	2.0	2.0	0.0	96.5	98.1	97.7	-9.9	2.0	5.0	4.5
O=C(NC1CCCCC1)N1CCCC(CNS(=O)(=O)Cc2ccccc2)C1 (configuration not stated)
→ -3.0	-1.0	-6.0	0.0	102.8	102.6	99.7	-15.8	0.0	-3.0	-5.5
Cc1[nH]nc2c1/C(=N\O)CCC2
→ 2.0	-3.0	-3.0	-1.0	91.1	94.7	94.3	6.3	0.0	-3.0	-7.3
COc1ccc(C(=O)NN/C(=N/S(=O)(=O)c2ccc(C)cc2)c2ccccc2)cc1
→ /	/	/	/	?	99.9	100.1	5.0	/	/	14.7
COc1cc(NC(=S)NC2CC(C)(C)NC(C)(C)C2)cc(OC)c1
→ -2.0	-6.0	-8.0	-4.0	100.5	102.8	99.6	-69.8	-1.0	-9.0	5.2
C(=N\Nc1nc(N2CCOCC2)nc(N2CCOCC2)n1)/c1ccco1
→ -3.0	1.0	-2.0	-4.0	102.3	120.9	103.4	-29.4	-6.0	-4.0	0.9
COC(=O)C1SCC2C(=O)N(Cc3ccc(Cl)cc3)CC(=O)N21 (configuration not stated)
→ -5.0	-4.0	-8.0	-1.0	99.3	95.9	97.9	13.3	-1.0	-7.0	0.1
COC(=O)c1cn(C(=O)c2ccccc2Cl)c2ccccc12
→ -1.0	-4.0	-1.0	0.0	102.8	101.1	103.2	-17.8	0.0	-3.0	-2.7
COc1ccc(NC(=O)c2cccs2)cn1
→ /	/	/	/	?	101.9	107.0	-5.6	/	/	-4.4
CCCn1cc(SCC(=O)NCc2ccco2)c2ccccc21
→ -2.0	-4.0	-3.0	3.0	98.5	100.7	101.6	-49.0	0.0	-5.0	-6.7
O=C(COc1ccc(-c2ccccc2)cc1)N/N=C/c1ccccc1Br
→ 1.0	-3.0	-4.0	0.0	95.9	100.8	101.6	-29.3	1.0	0.0	-3.6
CCN(CC)c1ccc(/C=N/Nc2nc(C)cc(=O)[nH]2)cc1
→ 3.0	6.0	0.0	3.0	96.4	95.0	98.7	-55.2	2.0	6.0	8.8
C=CCn1c(SCC(=O)NCc2ccco2)nc2sc(C)c(C)c2c1=O
→ 7.0	-3.0	2.0	-2.0	102.4	101.2	98.6	-11.1	-3.0	-2.0	-13.5
Cc1cc(C)cc(OCC(=O)NN2Cc3ccccc3C2=N)c1
→ -1.0	-2.0	-2.0	-2.0	102.9	94.7	99.1	-26.3	-3.0	-3.0	6.7
COC(=O)c1ccc(NC(=O)CN2C(=O)CCC2=O)cc1
→ -9.0	2.0	-9.0	0.0	102.0	103.7	106.1	-23.6	1.0	-10.0	1.0
COC(=O)CSc1nnc(-c2ccoc2C)n1-c1ccc(OC)cc1
→ -1.0	-14.0	-13.0	5.0	99.3	100.6	100.7	-28.4	4.0	-5.0	-7.7
